Source: PubChem BioAssay
F-actin modifier – modifiers of F-actin cytoskeleton organization, primary screen, imaging, HUVEC, phalloidin staining, high-content imaging; 91,000 compounds, 0.18% hits; HUVEC TNFa F-actin phalloidin imaging; inhibition, % at 2 µM;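 active = inhibition above the batch mean plus 3 SD and confirmed as a hit by visual image inspection, cut at about 30% in these data, passing the limit was not always enough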; note: strong numbers were not always called active
ERa SRC1 inh – ERα–SRC-1 coactivator interaction inhibitors, primary screen, biochemical, TR-FRET, ERα LBD, estradiol-bound; Estrogen receptor (Homo sapiens), P03372; TR-FRET ER-alpha LBD / SRC-1 peptide; inhibition, % at 25.6 µM; 86,000 compounds, 1.7% hits; AID 629, 2007; in the data active = inhibition above about 50%;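 note: 0% = receptor plus peptide control and 100% = peptide only without receptor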
IL1B cytotox – cytotoxicity in IL-1B stimulated HUVEC, primary screen, cytotoxicity control for IL-1B NFkB translocation project, imaging, Hoechst nuclear count, IL-1B stimulus; AID 845, 2007; cell count reduction, % at 2 µM; HUVEC cell count loss; 94,000 compounds, 0.41% hits;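 active = cell count reduction more than 3 SD above the screen-wide mean, cut at about 70% in these data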;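 note: normalized per plate to untreated control cells as the no-loss baseline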
FAK blocker – FAK kinase inhibitors, primary screen, biochemical. Focal adhesion kinase 1 (Homo sapiens), Q05397. inhibition, %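 (tested at 7 µM)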. biochemical FAK kinase activity assay. 97,000 compounds, 0.84% hits; in the data active = inhibition above about 19%;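 note: 0% = DMSO and 100% = reference compound high control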
Target sequence (Q05397 whole entry, looked up): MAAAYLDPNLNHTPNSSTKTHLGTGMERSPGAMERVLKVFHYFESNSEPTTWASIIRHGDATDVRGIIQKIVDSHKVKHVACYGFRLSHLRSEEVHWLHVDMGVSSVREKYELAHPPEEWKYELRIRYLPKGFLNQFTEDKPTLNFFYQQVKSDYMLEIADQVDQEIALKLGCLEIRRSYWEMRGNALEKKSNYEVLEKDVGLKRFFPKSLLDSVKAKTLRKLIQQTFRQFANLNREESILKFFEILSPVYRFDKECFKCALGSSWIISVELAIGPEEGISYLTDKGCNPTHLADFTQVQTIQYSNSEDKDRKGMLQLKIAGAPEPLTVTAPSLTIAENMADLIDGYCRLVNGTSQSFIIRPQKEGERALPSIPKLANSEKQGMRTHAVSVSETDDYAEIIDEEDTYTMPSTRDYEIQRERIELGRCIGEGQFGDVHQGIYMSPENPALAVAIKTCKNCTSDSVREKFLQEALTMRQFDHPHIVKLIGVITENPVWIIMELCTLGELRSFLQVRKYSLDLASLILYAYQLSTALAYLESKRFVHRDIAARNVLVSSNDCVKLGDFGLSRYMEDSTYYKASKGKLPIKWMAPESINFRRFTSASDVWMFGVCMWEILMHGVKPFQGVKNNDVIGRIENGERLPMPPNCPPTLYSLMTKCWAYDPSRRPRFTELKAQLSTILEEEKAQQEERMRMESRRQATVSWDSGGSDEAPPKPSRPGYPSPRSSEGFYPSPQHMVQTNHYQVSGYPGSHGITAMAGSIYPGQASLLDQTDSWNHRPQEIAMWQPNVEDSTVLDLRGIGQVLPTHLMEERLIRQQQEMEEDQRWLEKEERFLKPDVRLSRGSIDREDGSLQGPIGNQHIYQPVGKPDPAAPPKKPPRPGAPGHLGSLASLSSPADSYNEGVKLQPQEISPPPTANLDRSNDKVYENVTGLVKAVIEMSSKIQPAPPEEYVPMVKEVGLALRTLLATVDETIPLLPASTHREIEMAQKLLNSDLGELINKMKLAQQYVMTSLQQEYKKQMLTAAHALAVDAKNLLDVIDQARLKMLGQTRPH
PTK2B oligo ant – antagonists of Pyk2 self-association, primary screen, Q293 cells, FERM NanoBiT luminescence, HTS | active compounds read low | z-score (the deposit names both 25 µM and 10 µM) | 99,000 compounds, 0.83% hits | AID 1347419, 2020;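 active = Z-score of -3 or lower, scaled per plate to the spread of control and sample wells; inactive = z-score above -3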;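 note: negative z-score means lost luminescence so less FERM oligomerization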
PTPN22 inh 2 – PTPN22 phosphatase inhibitors, primary screen, biochemical, DiFMUP fluorescence, 2 µM; Tyrosine-protein phosphatase non-receptor type 22 (Homo sapiens), Q9Y2R2; recombinant LYP catalytic domain; inhibition, % at 2 µM; 96,000 compounds, 0.21% hits; AID 640, 2007;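 active = inhibition at 2 µM at or above a set limit, the screen mean plus 3 SD, cut at about 24% in these data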;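 note: 0% = DMSO with enzyme and 100% = enzyme fully blocked by orthovanadate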
TNFa cytotox – cytotoxicity in TNFa-stimulated HUVEC, primary screen, cytotoxicity control for VCAM1 expression modulator project, imaging, Hoechst nuclei count; HUVEC TNFalpha-stimulated, Hoechst cell count; cell count reduction, % at 2 µM; 93,000 compounds, 0.17% hits;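 active = cell count reduction exceeding the screen mean by over 5 SD, scaled to untreated wells per plate, cut at about 78% in these data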;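 note: cells counted after 24 h of TNF alpha exposure following the 1 h pretreatment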
VCAM1 TNFa inh – inhibitors of TNFa-induced VCAM1 expression, primary screen, imaging, HUVEC, TNFa stimulus, immunofluorescence | HUVEC TNFa-induced VCAM-1 immunofluorescence, high-content imaging | inhibition, % at 2 µM | 95,000 compounds, 0.48% hits | AID 802, 2007;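 active = inhibition above the batch mean plus 3 SD, with images confirmed as a hit by eye, cut at about 37% in these data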;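 note: 0% = TNF-stimulated DMSO wells and 100% = unstimulated control wells; not every result past the cut was called active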
LYP act – LYP phosphatase activators, primary screen, biochemical, DiFMUP fluorescence, 2 µM. 96,000 compounds, 0.11% hits. Tyrosine-protein phosphatase non-receptor type 22 (Homo sapiens), Q9Y2R2. recombinant LYP; 0 = plate median, 100 = signal doubled. activation, % at 2 µM. AID 697, 2007;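 active = activation at 2 µM above a set limit, the mean plus 5 SD, cut at about 37% in these data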
Numbers without * were called inactive; x = not tested or not shown; [ ] = another dose, or the depositor's remark.

smiles,F-actin modifier,ERa SRC1 inh,IL1B cytotox,FAK blocker,PTK2B oligo ant,PTPN22 inh 2,TNFa cytotox,VCAM1 TNFa inh,LYP act
Cc1ccc2ccc(S(=O)(=O)n3nc(C)cc3C)cc2c1,27,12,-6,2,4.1,-10,-59,0,9
COc1cccc(C2=NOC(C(=O)Nc3cc(C)nn3-c3ccccc3)C2)c1OC (configuration not stated),-3,-1,-13,4,x,-1,-7,3,0
CN(C)CCCNC(=O)CCc1nc2ccccc2c(=O)[nH]1,-7,1,12,0,0.29,-1,-18,13,3
COc1cc(CNCCc2ccc(F)cc2)ccc1OCc1ccc(Cl)nc1,-19,x,13,1,-0.61,-20,-6,-36,15
CN(C)S(=O)(=O)c1ccc2oc(SCC(N)=O)nc2c1,4,x,-2,1,0.63,1,-16,14,-2
Cc1[nH]c2ccc(Br)cc2c(=O)c1CN1CCCCC1,-31,-19,4,14,-1.3,-2,-10,-20,2
C=CCn1c(SCC(=O)Nc2sc3c(c2C#N)CCC3)nnc1C1COc2ccccc2O1 (configuration not stated),-26,x,-10,-1,-0.61,2,-12,2,-4
CC(C)(C)C1CCc2c(sc(NC(=O)c3cc(C4CC4)on3)c2C#N)C1 (configuration not stated),-6,-4,-41,-2,x,13,-1,11,-13
CN(C(=O)c1ccco1)c1nc(CC(=O)Nc2ccccc2)cs1,-12,-8,-18,1,0.2,-9,-10,18,10
Cn1c(=O)cc(N2CCc3ccccc32)[nH]c1=O,1,0,14,1,x,1,9,20,-5

The results go on.
smiles,F-actin modifier,ERa SRC1 inh,IL1B cytotox,FAK blocker,PTK2B oligo ant,PTPN22 inh 2,TNFa cytotox,VCAM1 TNFa inh,LYP act
COCCN(CCOC)C(=O)c1sc2nc(-c3ccccc3)cn2c1C,-2,-7,-2,-1,-0.53,4,8,9,-2
CCN(CC)C(=O)CSc1ncnc2sc(-c3ccccc3)cc12,8,-3,-8,7,-1.9,3,-13,3,-1
CCCc1cc(C(=O)Nc2ccccc2C(=O)OC)no1,19,5,-1,1,x,5,-26,4,-6
O=C(Cc1ccccc1)Nc1cc(C(=O)c2ccccc2)ccc1N1CCOCC1,15,11,24,2,-1,-12,-21,10,15
CC(C)C(NS(=O)(=O)c1ccc(Br)s1)C(=O)O (configuration not stated),-1,-3,12,5,1.2,3,-5,3,-5
Cc1ccc(NC(=O)CN(C)S(=O)(=O)c2cccc3nsnc23)cc1C,21,10[fluorescence artefact?],-23,-1,0.72,5,57,-8,-6
CC1Cc2nc(SCC(=O)N3CCN(c4ccccc4)CC3)n(C)c(=O)c2S1 (configuration not stated),-6,13,1,1,x,3,-8,5,-4
O=C(c1ccccc1)c1ccc(OCCCCN2CCCCC2)cc1,-1,1,-117,0,0.61,9,3,1,-6
Cc1ccc(OCC(O)CN2C(=O)NC(C)(C)C2=O)cc1 (configuration not stated),23,-10,-46,-1,-1.6,-1,-42,-3,1
COc1ccc(NS(=O)(=O)c2cc([N+](=O)[O-])ccc2N/N=C\c2c(C)[nH]c3ccccc23)cc1,1,x,-10,0,-2.8,-9,-25,34,6

The list continues.
smiles,F-actin modifier,ERa SRC1 inh,IL1B cytotox,FAK blocker,PTK2B oligo ant,PTPN22 inh 2,TNFa cytotox,VCAM1 TNFa inh,LYP act
COc1ccc(N2CCN(CC(=O)Nc3cc(C)on3)CC2)cc1,2,-4,-17,-2,1.3,-2,-20,15,0
Cc1ccc2c(c1)N(CC(=O)NC1CCCCC1C)C(=O)CO2 (configuration not stated),5,-3,-18,0,-0.3,-4,-12,4,2
O=S(=O)(NCc1cc(-c2ccccc2Cl)no1)c1ccc(Cl)cc1,53,x,-4,-2,0.52,3,-28,2,0
Cc1cccc(CS(=O)(=O)Cc2ccc(C(=O)NCCCN3CCCC3)o2)c1,-1,-4,-97,-3,-0.39,2,11,5,0
Cc1ccc(-n2nnnc2-c2cnc(N3CCCC3)nc2C(F)(F)F)cc1,-5,x,12,7,-1.4,13,-8,4,-10
COc1ccc(-c2noc(CN(C)S(=O)(=O)c3ccc(Cl)cc3)n2)cc1OC,-2,-5,-26,0,-0.28,8,-9,2,-7
O=C(Nn1cnc2ccccc2c1=O)C1CCCCC1,-4,1,-35,-3,0.9,-14,-25,-5,11
CCNc1nc(N)nc(Oc2ccc(OCCOc3ccc(Cl)cc3Cl)nn2)n1,4,6,-8,-5,-0.3,4,-12,9,-1
c1ccc(C(Cc2nc(-c3ccccn3)no2)c2ccccc2)cc1,2,17,-6,-6,-2.1,-2,-19,10,0
Cc1cc(NC(=O)COC(=O)c2n[nH]c3ccccc23)no1,x,1,30,-2,-0.32,-1,-45,10,-2

Continued.
smiles,F-actin modifier,ERa SRC1 inh,IL1B cytotox,FAK blocker,PTK2B oligo ant,PTPN22 inh 2,TNFa cytotox,VCAM1 TNFa inh,LYP act
Cc1cc(C)cc(N2C(=O)CC(Sc3nnnn3-c3ccccc3)C2=O)c1 (configuration not stated),-2,x,12,2,-0.19,0,-17,-22,1
O=C(Nc1nnc(-c2ccc3c(c2)OCCO3)o1)c1ccc(Cc2ccccc2)cc1,3,45[fluorescence artefact?],-7,3,x,-6,-31,6,2
Cc1cc(O)c(/C=N/Nc2ccccc2)c(=O)o1,-36,x,-17,-6,0.85,-4,-24,10,8
CNC(=O)c1cc2cc(OC)ccc2oc1=O,-12,27,-25,1,0.26,-6,-4,0,3
CN(C)c1nc(Oc2ccc(C(=O)OCC(=O)Nc3ccccc3)cc2)nc(N(C)C)n1,-6,-5,-37,-5,0.45,3,-1,-13,-5
Cc1nc2ccccc2nc1SCC(=O)N1CCC(C)CC1,-2,-1,-15,-1,-0.19,-4,5,11,9
c1ccc(C2CC3CC(c4ccccc4)N2O3)cc1 (configuration not stated),-3,-12,-3,0,0.91,14,2,14,-15
COC(=O)Nc1ccc(S(=O)(=O)N2CCCCC2C(=O)NCc2ccco2)cc1 (configuration not stated),1,x,1,-2,-0.04,-2,11,22,-1
CN(c1ccccc1)S(=O)(=O)c1ccc(C(=O)Nc2nccs2)cc1,7,5,2,1,x,-6,-50,20,3
COC(=O)c1ccccc1NC(=O)N1CCCC1,0,3,-45,-2,0.3,3,1,18,-6

The list continues:
smiles,F-actin modifier,ERa SRC1 inh,IL1B cytotox,FAK blocker,PTK2B oligo ant,PTPN22 inh 2,TNFa cytotox,VCAM1 TNFa inh,LYP act
COC(=O)c1cn(NC(=O)C2CCCO2)c(=O)c2ccccc12 (configuration not stated),-7,1,12,-3,2,1,0,17,3
c1cncc(-c2nc3c(ccc4ccccc43)[nH]2)c1,17,x,-23,9,-0.85,14,-6,4,-12
CC(C)Nc1nc(NC(C)C)nc(NS(=O)(=O)c2ccc(N)cc2)n1,-26,-3,0,1,0.48,13,-25,2,-12
FC(F)(F)c1nnc(-c2ccccc2)nc1Oc1ccc(Cl)cc1Cl,-26,x,-39,-7,0.42,2,-12,3,1
N=C1/C(=C\c2ccc(SCc3ccco3)o2)C(=O)N=C2SC=NN12,-28,x,-4,1,0.35,5,-17,8,0
CC(=O)CC(=O)Nc1ccccc1NC(C)=O,6,-1,-12,-3,0.98,1,-14,15,-4
Cc1cc(/C=C(/C#N)c2cccc(F)c2)c(C)n1-c1cccnc1,-15,-8[fluorescence artefact?],6,4,-1.6,-2,26,0,0
COc1ccc(OC)c(NC(=O)C2C3CCC(C3=C(C)C)C2C(=O)O)c1 (configuration not stated),9,-3,-5,-9,0.41,-6,-24,8,4
CC1=C(C(=O)Nc2ccc(C)cc2C)C(c2cccs2)NC(=S)N1 (configuration not stated),6,x,-9,-3,-0.48,-2,-9,13,4
O=C(CC(C(=O)N1CCc2ccccc21)n1ccnc1)NCc1cccnc1 (configuration not stated),5,-3,-10,-3,-0.16,0,1,17,4

Later entries
smiles,F-actin modifier,ERa SRC1 inh,IL1B cytotox,FAK blocker,PTK2B oligo ant,PTPN22 inh 2,TNFa cytotox,VCAM1 TNFa inh,LYP act
Cc1ccc(NS(=O)(=O)c2ccc(NC(=O)C3CCCO3)cc2)cc1 (configuration not stated),8,-30,-25,-1,0.61,-8,-15,6,7
O=C(CSCCO)N1CCc2ccccc21,6,-4,-33,3,0.38,-3,-31,-1,4
CC(CNC(=O)C(C)C)NC(=O)C(C)C (configuration not stated),1,-8,-22,0,-0.08,13,-15,12,-11
Cc1cc(C(F)F)nn1CC(=O)NCc1ccccc1F,-11,0,-21,-2,-0.01,-7,2,14,3
O=C(OCC(=O)N1CCN(C(=O)c2ccco2)CC1)c1ccccc1O,9,x,-76,-2,0.61,9,-17,-3,-7
COC(=O)c1ccc(Cl)c(NS(=O)(=O)c2ccc3c(c2)OCCO3)c1,-2,7,-115,2,0.05,-5,0,-6,3
c1ccc(CNC2=NCCCC2)cc1,6,-10,-22,-4,0.71,-9,-21,16,6
Cc1ccc2oc(-c3ccc(NC(=O)c4cccnc4)cc3)nc2c1,-2,2,-28,6,-1.9,-18,-38,-79,16
CN(C)c1nc(Oc2ccc(=O)n(C)n2)nc(N2CCOCC2)n1,27,-1,9,0,0.5,1,2,-9,3
Cn1cccc1Cc1nnc(SCC(=O)NCc2ccco2)n1CCc1ccccc1,9,12[fluorescence artefact?],-1,-2,-0.12,4,-21,17,-5
CCN(CC)CCCNC(=O)CCc1ccccc1,-2,11,1,0,1.3,2,-20,-4,0
Cc1ccc(-c2n[nH]c(=O)c3ccccc23)cc1N,-7,-2,-6,2,0.57,-5,-22,2,3

Compound profiles, from the list above.
O=C(CSCCO)N1CCc2ccccc21 as listed: F-actin modifier = 6; ERa SRC1 inh = -4; IL1B cytotox = -33; FAK blocker = 3; PTK2B oligo ant = 0.38; PTPN22 inh 2 = -3; TNFa cytotox = -31; VCAM1 TNFa inh = -1; LYP act = 4
O=C(OCC(=O)N1CCN(C(=O)c2ccco2)CC1)c1ccccc1O as listed: F-actin modifier = 9; ERa SRC1 inh = x; IL1B cytotox = -76; FAK blocker = -2; PTK2B oligo ant = 0.61; PTPN22 inh 2 = 9; TNFa cytotox = -17; VCAM1 TNFa inh = -3; LYP act = -7

Among those listed so far, these have two or more sulfur atoms.
smiles,F-actin modifier,ERa SRC1 inh,IL1B cytotox,FAK blocker,PTK2B oligo ant,PTPN22 inh 2,TNFa cytotox,VCAM1 TNFa inh,LYP act
CN(C)S(=O)(=O)c1ccc2oc(SCC(N)=O)nc2c1,4,x,-2,1,0.63,1,-16,14,-2
C=CCn1c(SCC(=O)Nc2sc3c(c2C#N)CCC3)nnc1C1COc2ccccc2O1 (configuration not stated),-26,x,-10,-1,-0.61,2,-12,2,-4
CCN(CC)C(=O)CSc1ncnc2sc(-c3ccccc3)cc12,8,-3,-8,7,-1.9,3,-13,3,-1
CC(C)C(NS(=O)(=O)c1ccc(Br)s1)C(=O)O (configuration not stated),-1,-3,12,5,1.2,3,-5,3,-5
Cc1ccc(NC(=O)CN(C)S(=O)(=O)c2cccc3nsnc23)cc1C,21,10[fluorescence artefact?],-23,-1,0.72,5,57,-8,-6
CC1Cc2nc(SCC(=O)N3CCN(c4ccccc4)CC3)n(C)c(=O)c2S1 (configuration not stated),-6,13,1,1,x,3,-8,5,-4
CN(c1ccccc1)S(=O)(=O)c1ccc(C(=O)Nc2nccs2)cc1,7,5,2,1,x,-6,-50,20,3
N=C1/C(=C\c2ccc(SCc3ccco3)o2)C(=O)N=C2SC=NN12,-28,x,-4,1,0.35,5,-17,8,0
CC1=C(C(=O)Nc2ccc(C)cc2C)C(c2cccs2)NC(=S)N1 (configuration not stated),6,x,-9,-3,-0.48,-2,-9,13,4
